ATG4B inhibitor – ATG4B protease inhibitors, primary screen, biochemical, fluorescence, uHTS; Cysteine protease ATG4B (Homo sapiens), Q9Y4P1; ATG4B cleavage of LC3-PLA2, NBD-HPC fluorescence, 1 h; inhibition, % at 8.33 µM; actives 0.51% (n = 340,000); in the data active means inhibition above about 40%
SENP6 inh – SENP6 protease inhibitors, primary screen, biochemical, luminescence, uHTS. Recombinant SENP6 catalytic domain, aminoluciferin luminescence. actives 1.8% (n = 330,000). inhibition, % at 10 µM;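 active means inhibition above about 50% at the single tested dose, limit read from the data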;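 further: plate controls were DMSO wells with enzyme for no effect and DMSO wells lacking enzyme for full effect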
Target sequence (Q9GZR1 628-1112 limits assumed): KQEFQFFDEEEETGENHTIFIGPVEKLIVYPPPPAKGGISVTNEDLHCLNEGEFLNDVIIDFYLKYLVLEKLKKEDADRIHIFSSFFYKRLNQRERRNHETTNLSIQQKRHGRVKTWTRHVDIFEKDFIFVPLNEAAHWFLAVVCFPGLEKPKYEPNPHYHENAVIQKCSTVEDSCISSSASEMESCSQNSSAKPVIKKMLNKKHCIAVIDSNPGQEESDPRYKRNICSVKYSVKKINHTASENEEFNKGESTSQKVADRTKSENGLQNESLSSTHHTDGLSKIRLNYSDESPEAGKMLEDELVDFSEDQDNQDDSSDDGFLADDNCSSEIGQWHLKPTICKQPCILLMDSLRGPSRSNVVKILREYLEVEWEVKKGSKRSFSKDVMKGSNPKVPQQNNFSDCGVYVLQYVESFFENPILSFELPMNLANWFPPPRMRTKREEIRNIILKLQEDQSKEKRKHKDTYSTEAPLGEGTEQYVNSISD
SENP7 inh – SENP7 protease inhibitors, primary screen, biochemical, luminescence, uHTS | recombinant SENP7, Z-RLRGG-aminoluciferin luminescence, 40 min | Sentrin-specific protease 7 (Homo sapiens), Q9BQF6 | inhibition, % at 5 µM | actives 1.5% (n = 330,000) | AID 434973, 2010;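 active means inhibition above about 50% at the single test dose, limit read from the data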;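 further: plate controls were DMSO with enzyme for no effect and no enzyme buffer wells for full effect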
SENP8 block – human SENP8 protease inhibitors, primary screen, biochemical, fluorescence, Nedd8 protein substrate, uHTS; inhibition, % at 20 µM; Sentrin-specific protease 8 (Homo sapiens), Q96LD8; recombinant SENP8; actives 0.64% (n = 360,000); AID 602440, 2012; in the data active means inhibition mostly above about 40%, no sharp cut-off; inactive means mostly below about 27%
Target sequence (Q96LD8 whole entry, looked up): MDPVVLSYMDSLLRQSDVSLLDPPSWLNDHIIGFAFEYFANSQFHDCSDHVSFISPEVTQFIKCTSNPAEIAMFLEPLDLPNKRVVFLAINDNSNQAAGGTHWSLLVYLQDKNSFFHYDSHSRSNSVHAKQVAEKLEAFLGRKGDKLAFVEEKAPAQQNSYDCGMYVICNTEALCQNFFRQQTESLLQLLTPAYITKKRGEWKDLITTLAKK
PfGluPho inh – PfG6PD enzyme inhibitors, primary screen, biochemical, fluorescence intensity, uHTS; PfGluPho enzyme, NADPH resazurin-diaphorase fluorescence; inhibition, % at 20 µM; actives 0.78% (n = 350,000);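 active means inhibition reaching at least a set limit at 20 µM in the primary screen, cut at about 59% in these data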;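 further: 0% = DMSO wells with substrate and 100% = DMSO wells lacking glucose-6-phosphate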
MPTP block – mitochondrial permeability transition pore inhibitors, primary screen, biochemical, isolated mouse mitochondria, absorbance. inhibition, % at 10 µM. Ca2+ swelling absorbance, 30 min. AID 602449, 2012. actives 1.4% (n = 360,000);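 active means inhibition of 50% or more, scaled per plate between neutral and stimulator controls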;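 further: 0% = DMSO wells given calcium and 100% = 1 mM EGTA wells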
NR3A LBD binder – binders of NR3A ligand-binding domain, primary screen, biophysical, differential scanning fluorimetry, uHTS. Glutamate receptor ionotropic, NMDA 3A (GRIN3A) ligand-binding domain. NR3A LBD differential scanning fluorimetry, Tm shift; 0% = protein alone, 100% = glycine-bound protein. Tm shift relative to glycine control, % at 25 µM. actives 2.5% (n = 340,000). AID 1259313, 2017;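 active means melting temperature shift of at least 10% of the positive control shift, at one fixed dose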
HKDC1 inhibitor – HKDC1 hexokinase inhibitors, primary screen, biochemical, fluorescence, uHTS; recombinant HKDC1, G6PDH/diaphorase resazurin coupled fluorescence; Q2TB90; inhibition, % at 20 µM; actives 0.16% (n = 340,000); AID 493160, 2011;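 active means inhibition above about 35% when tested at 20 µM, limit read from the data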;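 further: plate controls were DMSO wells with enzyme for no effect and DMSO wells lacking enzyme for full effect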
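Assay system – recombinant HKDC1 (HK5) hexokinase enzyme, produced in-house · Input – HKDC1 at 5 µg/mL · Reagent – glucose plus 1 mM ATP as hexokinase substrates · Timing – 90 min reaction incubation at room temperature, dark · Measured by – G6PDH/diaphorase-coupled fluorescence, 1 mM NADP, 100 µM resazurin, 525/613 nm · Benchmarks – DMSO-enzyme wells negative, buffer-substituted wells positive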
* marks the source's active call; other numbers are inactive results; . = no result given.

Molecule	ATG4B inhibitor	SENP6 inh	SENP7 inh	SENP8 block	PfGluPho inh	MPTP block	NR3A LBD binder	HKDC1 inhibitor
Cc1ccc(C2C(/C=C3/SC(=S)NC3=O)=C(c3cccs3)Oc3ccccc32)cc1 (stereo unspecified)	57.0*	-21.8	-0.5	30.5	-28.3	98.8*	2.1	2.6
CCCOc1ccc2oc(=O)c3c(c2c1)CCCN3C(=O)CN(C)Cc1ccccc1	-7.1	14.7	7.9	-197.7	77.8*	-0.3	-0.9	2.4
C#CCN1C(=O)S/C(=C\c2ccc(N3CCOCC3)cc2C)C1=O	-13.6	-8.9	4.0	-5.2	-9.7	1.1	-1.0	15.0
CCOC(=O)c1ccc(N2Cc3ccccc3C2)cc1O	0.8	42.2	5.7	-92.5	5.9	1.4	-1.1	3.8
O=C(CCC1CCCN(Cc2ccc(O)c(Cl)c2)C1)NCc1ccccc1F (stereo unspecified)	29.1	-6.7	0.5	13.5	16.0	4.3	-0.6	3.5
CCCn1c(C(C)NC(C)=O)nc2ccccc21 (stereo unspecified)	5.9	-2.7	3.5	5.9	-21.2	-1.0	-2.5	0.0
CN(C)CCNC(=O)c1cc2c(s1)-c1ccc(Cl)cc1SC2	1.1	-25.9	1.1	-315.1	1.9	1.3	1.8	5.0
Nc1ccc2c(c1)C(=Cc1cccnc1)c1ccccc1-2	-7.7	.	.	15.6	5.9	-1.2	-10.9	16.9
O=C(CCCSc1ccc(Cl)cc1)Nc1ccccc1O	-17.0	-11.6	-9.8	4.3	15.6	6.0	0.1	-0.1
Cc1ccc(O)c(C(=O)c2cnc(/N=C(\N)N(C)C)nc2)c1	7.7	-14.0	-7.7	10.0	-12.5	-0.7	-2.3	3.8
COC(=O)CSC1=C(C#N)C(c2ccc3c(c2)OCO3)C2=C(CCCC2=O)N1 (stereo unspecified)	2.5	-9.6	-2.1	-2.8	22.3	0.0	-2.9	4.4
Cc1nnc(SCC(=O)Nc2ccc(Br)cc2)n(N)c1=O	5.7	-7.5	-11.3	4.3	-10.9	-1.4	-0.8	25.5
O=C(COC(=O)C1CCN(S(=O)(=O)c2ccc3c(c2)OCCO3)CC1)Nc1ccc(C(F)(F)F)cc1	-14.2	15.2	-5.3	13.1	-0.8	2.8	-1.2	3.1
COC(=O)C1CCN(C(=O)Cc2ccccc2OC)CC1	-6.6	-4.0	-3.1	3.8	4.7	0.2	-0.3	-10.3
Cc1ccc(OC(=O)CCS(=O)(=O)c2ccc(C)cc2)cc1	-5.1	-5.8	-7.0	4.8	9.0	-0.1	-3.1	-2.6
O=C(Nc1ccc2c(c1)OCO2)c1ccc(CN2CCOCC2)cc1	-11.1	-7.2	5.2	2.0	8.2	1.2	-1.1	1.3
Cc1ccc(S(=O)(=O)/N=C2\C=C(NS(=O)(=O)c3ccccc3)C(=O)c3ccccc32)cc1	-0.6	.	.	73.7*	13.6	36.0	-12.2	28.7
CCNc1cc(N2CCN(S(=O)(=O)c3ccc4c(c3)CCCC4)CC2)ccc1[N+](=O)[O-]	5.0	-9.1	13.1	26.1	-8.2	-0.5	-0.1	-2.2
Cc1ccc(Cn2nnc3c(=O)[nH]c(C4CCCN(S(=O)(=O)c5ccccc5)C4)nc32)cc1 (stereo unspecified)	-36.8	2.6	3.7	20.0	-1.1	3.2	-12.8	1.0
CCCN(C(=O)CSCc1ccccc1C)c1c(N)n(Cc2ccccc2)c(=O)[nH]c1=O	0.3	-9.9	1.9	-4.1	-4.0	-1.1	-0.4	5.5

(next part)
Molecule	ATG4B inhibitor	SENP6 inh	SENP7 inh	SENP8 block	PfGluPho inh	MPTP block	NR3A LBD binder	HKDC1 inhibitor
CCOC(=O)c1nc(Nc2ccccc2)c2ccccc2n1	-1.9	-6.4	3.6	-86.8	6.2	0.1	-1.1	-13.4
COc1ccccc1/C=C(\NC(=O)c1ccc(OC)c(OC)c1)C(=O)Nc1cc([N+](=O)[O-])ccc1C	0.8	-3.4	-9.3	7.8	-10.6	2.6	-1.4	0.8
Cc1cc(C)n(-c2nc(NC(C)C)nc(NC(C)C)n2)n1	-6.5	11.2	-6.5	14.0	1.5	0.2	-1.7	0.3
O=C(COc1ccccc1)c1cn(CC(=O)N2CCCC2)c2ccccc12	-17.1	-11.1	-5.4	4.3	1.8	0.9	0.1	-3.3
COc1ccc(CNC(=O)CCS(=O)(=O)c2ccc(Br)cc2)cc1	-10.0	4.7	-5.9	16.2	10.9	-0.3	0.1	-1.8
Cc1cc(C)n(CCC(=O)N2CCCC(Nc3ccc(F)cc3)C2)n1 (stereo unspecified)	1.7	0.2	2.7	10.9	3.9	-0.5	0.4	-0.2
COc1ccc(C(=O)Nc2ccc(S(=O)(=O)Nc3onc(C)c3C)cc2)cc1OC	0.8	-6.2	2.7	18.7	-2.9	3.9	4.5	-4.1
CC1CN(C(=O)/C(=C/c2ccco2)NC(=O)c2ccccc2)CC(C)O1 (stereo unspecified)	-4.6	8.3	4.7	11.3	-8.6	-1.4	1.6	-1.7
Fc1ccc(-n2nnc(-c3nccs3)n2)cc1	-1.0	88.3*	91.3*	17.6	11.2	-2.0	3.1	2.8
Cc1cc(SCC(=O)N2CCCC2=O)nc2c(C)cccc12	-0.4	-0.7	-1.9	19.4	2.4	3.4	0.4	0.8
CCOc1ccc(S(=O)(=O)NCCC(=O)Nc2ncccc2C)cc1	4.1	-4.6	2.5	-4.1	-11.9	-0.2	-2.0	3.8
CCOC(=O)C1=C(SCC)c2cc3c(n2C1=O)CCCC3	0.0	-5.8	0.4	22.0	15.3	5.9	1.7	17.2
CC(C)CCNC(=O)C1CC(c2ccc(C(F)(F)F)cc2)=NO1 (stereo unspecified)	2.9	-12.3	6.5	12.5	-13.6	-0.3	-1.2	4.6
CCN(CC)CC(=O)NCC1(c2ccccc2)CCCC1	-4.5	-1.2	12.9	18.2	-1.5	-0.9	-0.5	-0.8
CCn1c(SCC(=O)c2ccc(CNC(C)=O)o2)nnc1-c1cccs1	-3.6	10.7	-0.4	-47.8	17.1	-0.7	-2.9	3.1
Cc1nc(Cl)sc1C(=O)Nc1ccc(C(F)(F)F)cc1	-8.0	28.5	25.8	3.7	14.0	15.5	-3.5	-0.9
COCCSc1nnc(NC(=O)COc2ccc3c(c2)OCO3)s1	-0.8	-5.6	1.6	10.7	10.2	-1.8	-0.5	-0.6
Cc1ccc(NC(=O)CN2CCCN(S(=O)(=O)c3ccc(Br)s3)CC2)cc1	0.1	-7.1	-0.6	20.3	6.0	-2.4	-9.5	5.8
S=C(N/N=C/c1cccc2ccccc12)Nc1cccc(Cl)c1	-7.0	-6.6	-9.1	-14.2	9.2	5.7	1.1	-0.9
CCOC(=O)c1[nH]c(C)c(CN(Cc2ccco2)C(=O)C(F)(F)F)c1C	-10.0	1.7	-3.6	15.1	15.6	4.3	-0.1	0.6

Entries of single compounds, looked up by structure. Order of screens: ATG4B inhibitor	SENP6 inh	SENP7 inh	SENP8 block	PfGluPho inh	MPTP block	NR3A LBD binder	HKDC1 inhibitor
CC1CN(C(=O)/C(=C/c2ccco2)NC(=O)c2ccccc2)CC(C)O1 (stereo unspecified) as listed: -4.6	8.3	4.7	11.3	-8.6	-1.4	1.6	-1.7
Fc1ccc(-n2nnc(-c3nccs3)n2)cc1 as listed: -1.0	88.3*	91.3*	17.6	11.2	-2.0	3.1	2.8
COCCSc1nnc(NC(=O)COc2ccc3c(c2)OCO3)s1 as listed: -0.8	-5.6	1.6	10.7	10.2	-1.8	-0.5	-0.6
Cc1cc(C)n(CCC(=O)N2CCCC(Nc3ccc(F)cc3)C2)n1 (stereo unspecified) as listed: 1.7	0.2	2.7	10.9	3.9	-0.5	0.4	-0.2

Next section.
Molecule	ATG4B inhibitor	SENP6 inh	SENP7 inh	SENP8 block	PfGluPho inh	MPTP block	NR3A LBD binder	HKDC1 inhibitor
CCOC(=O)c1c(CN2CCCCC2)n(C)c2cc(Br)c(O)c(CN(C)C)c12	-11.4	-5.5	-14.6	19.0	29.6	-0.9	-0.5	-3.7
Cn1ncc2c(c(SCc3ccc(Cl)cc3Cl)nn2C)c1=O	1.0	-10.5	1.6	-2.1	48.6	3.6	1.0	-0.5
O=C(c1ccc(CS(=O)c2cccc(Cl)c2)o1)N1CCN(c2ccccn2)CC1 (stereo unspecified)	-1.8	2.4	0.8	0.7	13.5	1.9	1.6	-5.0
O=C(CSc1nc(C2CCCCC2)n(-c2ccccc2)n1)NCCN1C(=O)CSC1=O	-7.9	-5.1	3.2	30.8	13.7	-2.3	2.1	-2.5
COc1cc(N2C(=O)c3ccccc3C2=O)c(Cl)cc1C(=O)OCC(=O)NCc1ccco1	-7.3	-3.3	2.8	26.2	-2.4	0.3	-1.5	-3.7
COc1ccccc1NC(=O)C(=O)N1CCCC1	-0.7	0.7	6.0	6.7	-9.1	-4.8	0.1	-5.2
O=S(=O)(Nc1cccc(S(=O)(=O)N2CCCC2)c1)c1ccccc1F	-3.1	-4.4	-0.8	9.1	7.4	-0.5	1.9	-0.3
COc1ccc(NS(=O)(=O)c2ccc(Cl)c(NC(=O)c3cccnc3Cl)c2)cc1	-4.4	-6.9	-0.6	14.8	-12.1	1.1	1.6	-5.6
O=C(Cn1cnc2c(OCc3ccccc3)ncnc21)NCCCN1CCCC1=O	.	-11.4	-10.9	5.6	-7.2	-0.4	-0.1	-3.9
Cc1ccc(NC(=O)C(C)N2C(=O)c3ccccc3C2=O)cc1S(=O)(=O)N1CCOCC1 (stereo unspecified)	-3.3	.	.	19.5	-13.0	-0.1	0.5	-4.1
O=c1[nH]c(/C=C/c2cccc3ccccc23)nc2ccccc12	-8.3	-8.0	-1.7	-432.0	11.5	-0.3	-2.0	-7.3
CN(C)CCNc1ccc(-c2nn(C)c(=O)c3ccccc23)cc1[N+](=O)[O-]	-4.3	5.9	5.6	14.5	-13.1	0.0	2.7	-7.1
CCOC(=O)c1ccc(-n2ccnc2)c(NC(=O)c2ccc(C(C)(C)C)cc2)c1	8.7	6.1	2.0	6.6	-11.1	1.9	2.7	-14.9
CC1(O)CC(c2ccc(Cl)cc2)=NN1C(=O)c1ccc(Cl)cc1 (stereo unspecified)	12.2	4.9	1.7	25.7	-8.3	68.2*	-3.8	-6.2

From PubChem BioAssay
